# DNMT1 block: human DNMT1 methyltransferase inhibitors, primary screen, biochemical, molecular beacon, fluorescence, HinP1I cleavage, uHTS; DNA (cytosine-5)-methyltransferase 1 (Homo sapiens), P26358; inhibition (reported as % activation of signal), % at 10 µM; hit rate 0.83% among 360,000; AID 588458, 2011; in the data active = inhibition above about 50%
# Target sequence (P26358 504-1616 limits assumed): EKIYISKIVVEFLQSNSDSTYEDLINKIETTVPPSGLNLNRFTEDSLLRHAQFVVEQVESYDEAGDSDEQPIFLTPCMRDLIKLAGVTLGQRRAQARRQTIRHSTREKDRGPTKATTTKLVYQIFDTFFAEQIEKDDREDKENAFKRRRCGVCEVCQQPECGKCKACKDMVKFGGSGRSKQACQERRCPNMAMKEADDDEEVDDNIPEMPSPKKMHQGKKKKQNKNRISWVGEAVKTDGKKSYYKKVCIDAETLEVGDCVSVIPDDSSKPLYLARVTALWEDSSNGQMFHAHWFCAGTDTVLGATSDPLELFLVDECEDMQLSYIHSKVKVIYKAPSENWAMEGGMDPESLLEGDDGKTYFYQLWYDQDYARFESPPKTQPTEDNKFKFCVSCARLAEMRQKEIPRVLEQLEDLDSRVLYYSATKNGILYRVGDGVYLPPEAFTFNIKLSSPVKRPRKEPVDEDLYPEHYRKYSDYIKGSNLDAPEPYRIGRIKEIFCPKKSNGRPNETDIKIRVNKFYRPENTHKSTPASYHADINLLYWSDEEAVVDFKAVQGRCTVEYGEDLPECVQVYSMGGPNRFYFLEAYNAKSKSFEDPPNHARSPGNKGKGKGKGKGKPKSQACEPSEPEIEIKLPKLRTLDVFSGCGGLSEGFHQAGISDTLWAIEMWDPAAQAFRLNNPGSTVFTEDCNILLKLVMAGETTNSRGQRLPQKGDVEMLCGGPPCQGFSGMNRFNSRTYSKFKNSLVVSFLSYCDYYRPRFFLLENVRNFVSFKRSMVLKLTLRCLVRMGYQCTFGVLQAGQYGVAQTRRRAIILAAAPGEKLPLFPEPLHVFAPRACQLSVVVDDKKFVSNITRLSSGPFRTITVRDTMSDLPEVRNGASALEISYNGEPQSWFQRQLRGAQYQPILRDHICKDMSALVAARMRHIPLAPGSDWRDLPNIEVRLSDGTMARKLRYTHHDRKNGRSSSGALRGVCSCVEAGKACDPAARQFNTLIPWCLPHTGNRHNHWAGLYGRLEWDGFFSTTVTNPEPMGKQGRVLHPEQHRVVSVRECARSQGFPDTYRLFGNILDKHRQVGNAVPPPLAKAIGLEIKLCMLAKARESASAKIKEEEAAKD
# Scp-1 inhibitor: Scp-1 phosphatase inhibitors, primary screen, biochemical, colorimetric, uHTS. Recombinant Scp1, phosphopeptide, malachite green phosphate absorbance. inhibition, % at 20 µM. hit rate 0.88% among 340,000. AID 493091, 2011;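 active = inhibition above about 50% at 20 µM, limit read from the data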;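 also: plate controls were DMSO wells with enzyme for no effect and wells lacking enzyme for full effect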
#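 Material – SCP-1 phosphatase catalytic domain, residues 76-261 · Buffer or medium – Acidic Tris acetate buffer with magnesium and detergent · Also added – Phospho 17-mer peptide substrate · Compound – single 20 µM dose, 1% DMSO · Times – 45 min room-temperature reaction, 5 min colour, 30 min stabiliser · Technique – Phosphate-binding colour reagent, absorbance read at 630 nm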
# LMPTP inh: LMPTP phosphatase inhibitors, primary screen, biochemical, fluorescence intensity, uHTS; Low molecular weight phosphotyrosine protein phosphatase (Homo sapiens), P24666; recombinant LMPTP-A, OMFP fluorogenic substrate; inhibition, % at 20 µM; hit rate 0.22% among 360,000; AID 651560, 2012;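 active = compounds that cut the enzyme signal by at least half of the control window in the single-dose screen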;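 also: plate controls were DMSO wells with enzyme plus substrate for no effect and substrate without enzyme for full effect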
#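 Assay system: LMPTP-A, protein tyrosine phosphatase of low molecular weight / Medium: pH 6.0 Bis-Tris buffer with DTT and Triton X-100 / Schedule: 50 min enzyme reaction at room temperature, protected from light / Measured by: endpoint fluorescence intensity from OMFP dephosphorylation / Read-out basis: % inhibition relative to no-enzyme and uninhibited control wells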
# Neddylation inh: inhibitors of cullin neddylation, primary screen, biochemical, TR-FRET, uHTS, NAE and Ubc12; calls only at 25 µM; hit rate 0.58% among 360,000; in the data active = inhibition above about 36%
# CSN deneddyl inh: inhibitors of CSN-mediated cullin deneddylation, primary screen, biochemical, fluorescence polarization, uHTS; Purified CSN, SCF-Nedd8-OG deneddylation; inhibition, % at 12.5 µM; hit rate 0.38% among 360,000; AID 651999, 2013;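 active = pattern-corrected inhibition above about 35%, with an unprinted fluorescence ratio check between 0.5 and 1.5, limit read from the data, passing the limit was not always enough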;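 also: 0% = enzyme with substrate and 100% = substrate without enzyme; some results filed as inactive read as strong as hits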
#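 Test system: Human Csn5 produced in HEK293T cells | Compound: 12.5 µM single point | Times: 90 min, room temperature | Signal: Fluorescence polarization readout | Read-out basis: % inhibition of substrate cleavage by Csn5 | Controls: no-enzyme wells high, enzyme-with-substrate wells low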
# STEP inh: STEP phosphatase inhibitors, primary screen, biochemical, fluorescence intensity, uHTS; Tyrosine-protein phosphatase non-receptor type 5 (Homo sapiens), P54829; recombinant STEP, OMFP fluorogenic substrate; inhibition, % at 20 µM; hit rate 0.25% among 360,000; AID 588621, 2011;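 active = inhibition at 20 µM, scaled per plate between control wells, above about 37%, limit read from the data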;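 also: 0% = DMSO with enzyme and substrate and 100% = substrate only without enzyme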
#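 Measure: Control-normalized % inhibition with plate pattern correction | Test system: STEP phosphatase, cell-free reaction | Medium: pH 6.0 Bis-Tris with DTT and Tween 20 | Technique: Fluorescence, 480/540 nm | Times: Reaction 20 min, ambient temperature | Doses: Single compound dose of 20 µM, 1% DMSO final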
# NadD block: inhibitors of S. aureus NadD, primary screen, biochemical, colorimetric, uHTS | Nicotinate-nucleotide adenylyltransferase NadD (Staphylococcus aureus N315) | purified NadD enzyme, colorimetric absorbance read-out | inhibition, % at 20 µM | hit rate 0.78% among 360,000 | AID 602399, 2012; in the data active = inhibition above about 26%; also: some compounds past the cut are filed as inactive
# Rpn11 inh: Rpn11 (PSMD14) deubiquitinase inhibitors, primary screen, biochemical, fluorescence polarization, uHTS. 26S proteasome non-ATPase regulatory subunit 14 (Homo sapiens), O00487. human 26S proteasome, Ub4-pepOG fluorescence polarization; 20S core pre-blocked with epoxomicin. calls only at 20 µM. hit rate 0.59% among 360,000. AID 588493, 2011;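 active = inhibition at 20 µM, scaled to each plate's controls, above about 33%, limit read from the data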
# Rin1 Abl inh: inhibitors of Rin1-Abl protein binding, primary screen, biochemical, TR-FRET. Tyrosine-protein kinase ABL1 (Homo sapiens) + Ras and Rab interactor 1 (Homo sapiens), …. inhibition, % at 7.35 µM. hit rate 0.4% among 360,000. AID 588664, 2011; in the data active = inhibition above about 5%, passing the limit was not always enough
# SUMO1 PPI mod: modulators of SUMO1 protein-protein interactions, primary screen, biochemical, uHTS; Small ubiquitin-related modifier 1 (Homo sapiens), P63165; SUMO1 binding to a labelled peptide, TR-FRET, 1 h; hit rate 0.33% among 360,000; AID 602429, 2012; inhibition, % at 20 µM; in the data active = inhibition above about 37%
# The depositor's hits bear a star; i = inactive; / = no result given. Only part of the results is shown (hit frequency here may not be typical).
nr	SMILES	DNMT1 block	Scp-1 inhibitor	LMPTP inh	Neddylation inh	CSN deneddyl inh	STEP inh	NadD block	Rpn11 inh	Rin1 Abl inh	SUMO1 PPI mod
1	CCC(C)n1c(O)c(C=Nc2cccc(C(F)(F)F)c2)c(=O)[nH]c1=S (centres undefined)	3	-8	1.3	i	-1	0	0	i	-1	1
2	COc1ccc(-n2c(O)c(C=NCCN3CCN(C(C)=O)CC3)c(=O)[nH]c2=S)cc1	-1	7	-3.4	i	1	3	-5	i	1	-1
3	O=C(O)C1C(C(=O)O)C2(Cl)C(Cl)=C(Cl)C1(Cl)C2(Cl)Cl (centres undefined)	28	-15	65*	i	5	10	2	i	4	22
4	COC(=O)C1=C(c2cccc(C#N)c2)C[C@@H]2CC[C@H]1N2C(=O)N1CCC(C)CC1	-1	-8	1.3	i	-6	0	1	i	3	1
5	COc1ccc(C(=O)C2CCCN(Cc3ccsc3)C2)cc1OC (centres undefined)	-1	-10	-1.1	i	3	-1	-4	i	1	3
6	CCCCn1c(O)c(/C=N/NC(=O)c2ccncc2)c(=O)[nH]c1=O	-5	17	-1.7	i	11	0	1	i	-1	-5
7	C=Cn1ccnc1P(=S)(c1cc(N(CC)CC)ns1)c1nccn1C=C	2	-5	-1.8	i	-1	-1	-5	i	-1	-2
8	COC(=O)C1=C(c2cccc(OC)c2OC)C[C@@H]2CC[C@H]1N2C(=O)NCc1ccco1	-1	-3	0.9	i	0	1	-1	i	-1	1
9	CSc1nnc([C@@H](N)Cc2c[nH]c3ccccc23)o1	-1	-3	-1.1	i	4	-1	-1	i	-3	0
10	COC(=O)C1=C(c2ccccc2)C[C@@H]2CC[C@H]1N2C(=O)N1CCCCC1	3	0	-1.0	i	2	-1	-4	i	0	3
11	c1ccc2c(c1)Sc1ccccc1N2CC1CN2CCC1CC2 (centres undefined)	-1	6	0.5	i	1	-2	5	i	1	-13
12	CCOC(=O)CNC(=O)N1Cc2cc(N3CCCCC3)ccc2-n2nncc2C1	6	/	-1.5	i	7	0	-5	i	7	-3
13	COc1cc(OC)c(OC)cc1CNC(C)C(O)c1ccccc1 (centres undefined)	-4	0	-0.6	i	1	-2	-4	i	-1	-1
14	CSCCC(c1nnnn1Cc1ccccc1)N1CCC(n2c(=O)[nH]c3ccccc32)CC1 (centres undefined)	-2	/	3.9	i	3	-1	0	i	5	-1
15	COc1cc(O)c2c(c1)/C=C/C[C@H](O)[C@H](O)C(=O)CCC[C@H](C)OC2=O	2	/	0.4	i	-7	0	-2	i	0	1
16	CC1(C(=O)O)CC12c1ccccc1-c1ccccc12 (centres undefined)	0	-3	-2.2	i	3	-1	1	i	4	5
17	Fc1ccc(CNCCc2ccccc2)cc1	0	14	-0.6	i	-2	0	2	i	2	-1
18	COC(=O)C1=C(c2cccc(OCc3ccccc3)c2)C[C@@H]2CC[C@H]1N2C(=O)NCc1ccc(OC)cc1	-6	-3	3.4	i	9	3	-1	i	0	1
19	CC(=O)Nc1ccccc1C(=O)OCC(=O)Nc1ncccn1	-1	-5	-1.0	i	2	-1	-1	i	0	5
20	CCCCn1c(O)c(/C=C/C=Nc2ccccc2)c(=O)[nH]c1=O	5	-13	0.5	i	47*	-8	3	/	-6	-23
21	Cc1ccc(OCC(=O)NCCN2CCN(C(=O)COc3ccc(C)cc3)CC2)cc1	-9	-6	-1.8	i	3	6	3	i	0	1
22	O=C1C2CCN(CC2)C1Cc1ccc(OCc2ccccc2)cc1 (centres undefined)	3	-1	-1.1	i	1	2	-2	i	-2	-3
23	C[C@H](CO)N1C[C@H](C)[C@@H](CN(C)C(=O)Oc2ccc3ccccc3c2)OCc2cnnn2CCCC1=O	3	/	-0.3	i	3	2	4	i	-1	0
24	COc1ccccc1N1CCN(Cc2ccc(Cl)cc2Cl)CC1	2	-7	0.5	i	0	0	1	i	-1	-3
25	CN1CCN(C(=O)COc2ccc(Oc3ccccc3)cc2)CC1	1	-1	-0.8	i	-7	1	-3	i	2	0

# 3 compounds from above, sorted by length of the SMILES, smallest number first:
nr	SMILES	DNMT1 block	Scp-1 inhibitor	LMPTP inh	Neddylation inh	CSN deneddyl inh	STEP inh	NadD block	Rpn11 inh	Rin1 Abl inh	SUMO1 PPI mod
9	CSc1nnc([C@@H](N)Cc2c[nH]c3ccccc23)o1	-1	-3	-1.1	i	4	-1	-1	i	-3	0
7	C=Cn1ccnc1P(=S)(c1cc(N(CC)CC)ns1)c1nccn1C=C	2	-5	-1.8	i	-1	-1	-5	i	-1	-2
21	Cc1ccc(OCC(=O)NCCN2CCN(C(=O)COc3ccc(C)cc3)CC2)cc1	-9	-6	-1.8	i	3	6	3	i	0	1

# Additional compounds.
nr	SMILES	DNMT1 block	Scp-1 inhibitor	LMPTP inh	Neddylation inh	CSN deneddyl inh	STEP inh	NadD block	Rpn11 inh	Rin1 Abl inh	SUMO1 PPI mod
26	COc1ccccc1OCCCn1cc(C=O)c2ccccc21	-3	-3	-1.7	i	-1	-2	-4	i	0	4
27	CCN(CC(=O)Nc1ccc(C#N)c(Cl)c1)CC(=O)NC1CCS(=O)(=O)C1 (centres undefined)	-1	18	-0.5	i	6	0	-6	i	3	0
28	CC(=O)Nc1ccc(OC(=O)N(C)c2ccc(C)cc2)cc1	-1	-2	-1.8	i	2	-1	-1	i	4	-5
29	CC(O)(CS(=O)(=O)c1cccc(C(F)(F)F)c1)C(=O)Nc1cccc(C(F)(F)F)c1 (centres undefined)	12	-6	2.3	i	0	-2	-4	i	-1	0
30	CCC(C)c1ccc(N2C(=O)NC(=O)/C(=C/c3cccn3CCOc3ccc(C)cc3)C2=O)cc1 (centres undefined)	27	-3	2.6	i	22	-11	0	i	1	12
31	COC(=O)C1=C(c2cccc(OCc3ccccc3)c2)C[C@@H]2CC[C@H]1N2C(=O)NCc1ccccc1C(F)(F)F	7	-5	7.0	i	-1	5	1	i	3	0
32	C[N+](C)(C)CC(=O)Nc1ccc(Cl)cc1C(=O)c1ccccc1	3	-1	0.1	i	-4	-1	-6	i	-1	0
33	S=C(NCCc1ccccc1)N1Cc2cc(Br)ccc2-n2nncc2C1	-13	/	2.9	i	-6	-3	-5	i	0	4
34	Cc1cc(NC(=O)CCl)on1	0	-4	-2.0	i	-5	1	3	i	-1	0
35	O=C1NC(=O)C(=Cc2ccc(-c3ccc(Cl)cc3)o2)C(=O)N1	25	0	-1.4	i	1	7	39*	i	1	3
36	CCCCn1c(O)c(C(C)=NCCN2CCOCC2)c(=O)[nH]c1=O	-2	2	-3.9	i	2	-2	2	i	4	4
37	CC[C@H]1CN(C)CCc2c([nH]c3ccccc23)C(=O)C[C@@H]1/C(=C\OC)C(=O)OC	-7	1	-1.0	i	-5	1	4	i	-3	-2
38	O=C1CN=C(c2ccccc2Cl)c2cc(Br)ccc2N1	2	-11	-0.7	i	0	1	0	i	1	1
39	CCOP(=O)(OCC)C(c1ccccc1)N(C)C=O (centres undefined)	-1	1	-0.4	i	0	-3	0	i	-2	-1
40	CCOC(=O)[C@]12Cc3cc(OC)ccc3[C@H]1N(C1CCCCC1)C(=O)c1cc(OC)ccc12	/	/	3.8	i	3	/	2	/	/	5
41	CCN(CCNc1ccc([N+](=O)[O-])c2cccnc12)S(=O)(=O)c1ccccc1	-1	-37	3.1	i	14	0	-1	i	-2	-4
42	CCOP(=O)(OCC)C1(O)C(=O)Nc2ccc(Br)cc21 (centres undefined)	1	3	-0.8	i	-2	-2	-5	i	1	-1
43	COc1cccc(C2(O)CCSCC2CN(C)C)c1 (centres undefined)	0	-5	-1.3	i	2	3	-2	i	-2	2
44	O=C(c1cccc(Cl)c1)C1CCCN(Cc2ccon2)C1 (centres undefined)	5	-2	-0.7	i	6	1	-3	i	3	0

# Look-ups from above.
# Under NadD block, cpd 3 is entered as 2
# Under CSN deneddyl inh, cpd 29 is entered as 0
# Under DNMT1 block, cpd 15 is entered as 2

# Fetched by compound from the entries so far (3):
nr	SMILES	DNMT1 block	Scp-1 inhibitor	LMPTP inh	Neddylation inh	CSN deneddyl inh	STEP inh	NadD block	Rpn11 inh	Rin1 Abl inh	SUMO1 PPI mod
24	COc1ccccc1N1CCN(Cc2ccc(Cl)cc2Cl)CC1	2	-7	0.5	i	0	0	1	i	-1	-3
26	COc1ccccc1OCCCn1cc(C=O)c2ccccc21	-3	-3	-1.7	i	-1	-2	-4	i	0	4
32	C[N+](C)(C)CC(=O)Nc1ccc(Cl)cc1C(=O)c1ccccc1	3	-1	0.1	i	-4	-1	-6	i	-1	0

# Six compounds from above with just Scp-1 inhibitor, NadD block and DNMT1 block.
entry | Molecule | Scp-1 inhibitor | NadD block | DNMT1 block
14 | CSCCC(c1nnnn1Cc1ccccc1)N1CCC(n2c(=O)[nH]c3ccccc32)CC1 (centres undefined) | / | 0 | -2
15 | COc1cc(O)c2c(c1)/C=C/C[C@H](O)[C@H](O)C(=O)CCC[C@H](C)OC2=O | / | -2 | 2
16 | CC1(C(=O)O)CC12c1ccccc1-c1ccccc12 (centres undefined) | -3 | 1 | 0
17 | Fc1ccc(CNCCc2ccccc2)cc1 | 14 | 2 | 0
18 | COC(=O)C1=C(c2cccc(OCc3ccccc3)c2)C[C@@H]2CC[C@H]1N2C(=O)NCc1ccc(OC)cc1 | -3 | -1 | -6
19 | CC(=O)Nc1ccccc1C(=O)OCC(=O)Nc1ncccn1 | -5 | -1 | -1
